From PubChem
EPAC1 ag: agonists of human EPAC1; EPAC1 agonist qHTS, biochemical assay; response scale: 100% = response to 6.5 mM cAMP; O95398; 0.073% of 360,000 active; Potency, µM (top dose mostly 154 µM), without a hit: top-dose activation, most hits filed as activators; AID 720707; note: potency is the fitted concentration of half-maximal effect; nearly all actives have a fitted effect of over 60% in size
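Nucleotide exchange assay: 100 nM EPAC1 with 250 nM Rap1B loaded with BODIPY-GDP and 50 uM GDP, room temperature. Fluorescence (480/540 nm) read every 5 min for 30 min; signal change normalized to 6.5 mM cAMP as full agonist.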
PI5P4Ka inh: inhibitors of human PI5P4K alpha | P48426 | PI5P4Kalpha enzyme, ADP-Glo luminescence, 60 min; stronger effect = lower value | max response, % | 1.2% of 330,000 active | AID 652105; active = max response of -50% or lower; inconclusive = between -30% and -50%; inactive = -30% or higher; note: value at the top dose of about 77 µM; % is set by controls: 0 for no effect and ±100 for the full control effect
Target sequence (P48426 whole entry, looked up): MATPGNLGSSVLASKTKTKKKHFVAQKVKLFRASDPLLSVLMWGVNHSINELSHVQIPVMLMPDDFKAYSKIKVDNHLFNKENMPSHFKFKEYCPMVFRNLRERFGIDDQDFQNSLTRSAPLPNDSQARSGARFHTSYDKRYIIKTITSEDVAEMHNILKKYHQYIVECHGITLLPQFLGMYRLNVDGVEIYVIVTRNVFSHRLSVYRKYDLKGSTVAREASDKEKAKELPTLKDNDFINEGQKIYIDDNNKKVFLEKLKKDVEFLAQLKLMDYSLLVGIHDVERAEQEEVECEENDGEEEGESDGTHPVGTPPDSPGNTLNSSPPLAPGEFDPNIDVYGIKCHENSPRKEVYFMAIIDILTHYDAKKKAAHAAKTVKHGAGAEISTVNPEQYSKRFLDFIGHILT
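ADP-Glo luminescence end-point after a 60 min room-temperature kinase reaction. PI5P4Kalpha and substrate in HEPES pH 7.4 buffer with EGTA, 0.1% CHAPS and 5% DMSO; ATP at 5 microM final.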
WRN helicase inh: WRN helicase (human) inhibition; WRN helicase unwinding, fluorescent forked duplex, kinetic; Potency, µM (series often up to 114 µM), for inactives: at the top dose activity change, negative = inhibition, usual class: inhibitors; 0.46% of 360,000 active; AID 651768; note: potency is the fitted concentration of half-maximal effect; % is set by controls: 0 for no effect and ±100 for the full control effect; nearly all actives have a fitted effect of over 55% in size
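Kinetic fluorescence helicase assay: unwinding of a quenched forked DNA duplex (100 nM final) with 2 mM ATP final raises red fluorescence (525/598 nm). Compounds sat 15 min at room temperature with 20 nM WRN beforehand.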
EPAC1 antag: blocks human EPAC1 exchange factor. O95398. EPAC1 GEF assay, Rap1b-BODIPY-GDP exchange fluorescence. Potency, µM (series often up to 115 µM), for inactives: at the top dose activity change, negative = inhibition, actives largely listed as inhibitors. 0.14% of 360,000 active. AID 720709;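 note: potency is the fitted concentration of half-maximal effect; plate controls were vehicle for no effect and positive control for full effect; nearly all actives have a fitted effect of over 50% in size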
Abeta rescue: restores growth of yeast expressing A-beta42 peptide. Potency, µM (titrated, usually from 46.1 µM), for inactives: at the top dose growth rescue, actives largely listed as activators. AID 1347071. yeast expressing A-beta42, growth rescue, OD600, 48 h; response scale: 0% DMSO, 100% iron-clioquinol control. 0.063% of 410,000 active; note: potency is the fitted concentration of half-maximal effect; nearly all actives have a fitted effect of over 55% in size
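Growth rescue measured by 600 nm absorbance after 48 h yeast culture at 30 C with compound. Values normalized between DMSO and an equimolar ferric chloride plus clioquinol control.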
IL2 activator: activators of IL-2; IL-2 activation reporter assay, cell-based qHTS; stimulated with anti-CD3/CD4/CD28 beads; in transgenic mouse T cells; activation, % (series mostly up to about 46 µM); 0.065% of 360,000 active; in the data active = activation above about 50%; inconclusive = mostly about 30% to 49%; note: 0% is about no effect
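Using fluorescent plate cytometry, EGFP and DsRed are detected in transgenic mouse T cells stimulated 18 h at 37 degrees C with antibody-coated beads after 60 min compound pretreatment.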
PLK1 PBD inh: PLK1 (human) polo-box domain binding inhibition. AID 720504. 2.8% of 360,000 active. Plk1 PBD binding of FITC phosphopeptide, fluorescence polarization. Potency, µM, for the others: max response, negative = inhibition, most hits filed as inhibitors. P53350; note: potency is the fitted concentration of half-maximal effect; series mostly up to about 57 µM; % is set by controls: 0 for no effect and ±100 for the full control effect; nearly all actives have a fitted effect of over 65% in size
Target sequence (P53350 whole entry, looked up, the tested form may be a part): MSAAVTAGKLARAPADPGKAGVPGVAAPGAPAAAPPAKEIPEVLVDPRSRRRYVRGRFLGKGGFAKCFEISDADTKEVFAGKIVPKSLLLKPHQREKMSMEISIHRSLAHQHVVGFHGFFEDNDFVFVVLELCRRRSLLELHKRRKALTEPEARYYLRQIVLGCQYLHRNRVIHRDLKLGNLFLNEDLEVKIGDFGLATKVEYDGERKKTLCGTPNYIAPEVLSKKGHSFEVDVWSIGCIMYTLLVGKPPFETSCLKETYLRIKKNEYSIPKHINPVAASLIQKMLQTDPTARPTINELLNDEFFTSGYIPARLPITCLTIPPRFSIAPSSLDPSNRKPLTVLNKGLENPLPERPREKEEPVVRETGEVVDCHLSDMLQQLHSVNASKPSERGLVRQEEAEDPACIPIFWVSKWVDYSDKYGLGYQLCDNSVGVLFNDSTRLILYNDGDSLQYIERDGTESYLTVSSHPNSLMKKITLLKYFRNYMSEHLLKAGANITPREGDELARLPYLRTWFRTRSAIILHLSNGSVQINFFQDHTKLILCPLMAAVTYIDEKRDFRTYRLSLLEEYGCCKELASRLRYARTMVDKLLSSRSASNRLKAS
FUS suppressor: FUS proteinopathy suppression in yeast; Potency, µM (doses to about 76.6 µM), for inactives: at the highest dose growth rescue (activation), actives largely listed as activators; 0.24% of 390,000 active; S. cerevisiae FUS-expressing, growth rescue, OD600, 24 h; AID 1347120;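 note: potency is the fitted concentration of half-maximal effect; plate controls were DMSO vehicle for no effect and reference control for full effect; nearly all actives have a fitted effect of over 55% in size; some results filed as inactive show a strong effect at the top dose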
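Yeast FUS proteinopathy model; galactose-induced FUS (2%), starting OD 0.005. Cpds in dilution series, 24hr, 30C, 99% humidity. Abs 600 nm growth. Pos ctrl CP55940 (top 92uM final); neg ctrl DMSO.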
Numbers without * were called inactive; u = inconclusive; x = no result given; & = joins results of further samples; [ ] = dose if it differs, or a comment. Unless noted, calls come from the whole dose curve; as a rule, active = well fitted curve in the direction sought with a large enough effect; inconclusive = small, poorly fitted or top-dose-only effect, or another doubt; inactive = no such curve, though single readings can be large; an effect the other way counts as inactive or inconclusive. No enrichment for hits. About 4.1% of those tested had a hit in this group.

1) Cc1c(C(=O)N2CCCCC2)c(S(=O)(=O)N2CCc3ccccc32)c(C)n1C
2) CC(=O)Nc1ccc(S(=O)(=O)Nc2ccccc2C(=O)N2CCCC2)cc1
3) O=C(Nc1cccc(S(=O)(=O)N2CCCCC2)c1)c1cc2ccccc2o1
4) Cn1c(CC2Sc3ccccc3NC2=O)nnc1SCC(=O)c1ccc(Cl)cc1 (stereo unspecified)
5) COc1ccccc1NS(=O)(=O)NC(=O)c1cn(C)c2ccccc12
6) COCCCNC(=O)CC1C[C@H](C(=O)N(C(C)C)C(C)C)[C@@]2(C)c3[nH]c4ccc(OC)cc4c3CCN2C1=O (stereo partly specified)
7) Cc1cccc(C)c1NC(=O)C/C(N)=N/O
8) C=CCNC(=S)N1CC2(C)CN(C(=S)NCC=C)CC(C)(C1)C2=O

Assay by compound,1,2,3,4,5,6,7,8
EPAC1 ag,13%,8%,12%,5%,-6%,-19%,0%,2%
PI5P4Ka inh,1,5,-6,-19,-2,-2,-1,2
WRN helicase inh,6%,-3%,-20%,u,8%,4%,5%,3%
EPAC1 antag,6%,0%,-6%,4%,12%,-20%,2%,-4%
Abeta rescue,9%,7%,1%,10%,3%,9%,-8%,-9%
IL2 activator,-3.0,-0.6,-5.7,-1.2,-3.4,-0.6,-0.9,-0.1
PLK1 PBD inh,-18%,-5%,12%,u,-3%,-5%,-6%,-8%
FUS suppressor,-3%,7%,x,17%,-15%,22%,22%,-2%

9) CN(Cc1cccs1)C(=O)CSc1nc(N)cc(N)n1
10) CC(=O)Nc1ccc(NC(=O)C(C)OC(=O)CCC2CCCCC2)cc1 (stereo unspecified)
11) CN(C)c1ccc(C(=S)N2CCN(C(=S)Nc3ccc(Cl)cc3)CC2)cc1
12) COC(=O)c1ccc(N2CCN(CC(=O)c3ccc(C)cc3)CC2)c([N+](=O)[O-])c1
13) COc1ccc(Cl)cc1S(=O)(=O)N(C)CC(=O)NCCCn1ccnc1
14) Cn1c(SCC(=O)NC2CC2)nnc1-c1ccccc1
15) COC(=O)CNC(=O)C1CCN(S(=O)(=O)c2cnc[nH]2)CC1
16) Cc1nn(C)cc1S(=O)(=O)Nc1ccc(C(F)(F)F)cc1

Assay by compound,9,10,11,12,13,14,15,16
EPAC1 ag,3%,5%,-1%,0%,-1%,13%,5%,1%
PI5P4Ka inh,-6,6,u,-3,3,0,1,1
WRN helicase inh,3%,u,-8%,-12%,0%,3%,-1%,6%
EPAC1 antag,-3%,u,-7%,-23%,-7%,-18%,6%,-18%
Abeta rescue,5%,9%,-15%,4%,-5%,-9%,-2%,19%
IL2 activator,-0.3,-3.9,-0.7,-0.9,-1.4,-1.3,1.4,-0.2
PLK1 PBD inh,-18%,-3%,6.7µM*,-14%,-18%,-6%,-9%,-8%
FUS suppressor,-9%,x,6%,3%,3%,-2%,-16%,-8%

17) COc1ccc(CNc2ccc3cn[nH]c3c2)c(OC)c1OC
18) CC1(C(=O)Nc2cccc3cccnc23)CCN1Cc1ccc(-c2ccccc2)o1 (stereo unspecified)
19) C#CCN(C[C@H]1[C@H](OC(=O)NCc2ccccc2F)[C@H](OC(=O)NCc2ccccc2F)C[C@@H](C(=O)OC)[C@H]1C(=O)OC)S(=O)(=O)c1ccc(C)cc1
20) NC(=O)NCc1cccc(Cl)c1
21) O=C(Oc1ccc(OC(=O)c2ccco2)c(S(=O)(=O)c2ccc(Br)cc2)c1)c1ccco1
22) COc1ccccc1C1CCN(C(=O)c2cccs2)CC1
23) CN(C)C(=O)c1cc2c(c(-c3cccc(C4=CCCCC4)c3)n1)[C@@H](CCO)N(S(=O)C(C)(C)C)C2 (stereo partly specified)
24) CNC(=S)N1CCC(Cc2ccccc2)CC1

Assay by compound,17,18,19,20,21,22,23,24
EPAC1 ag,16%,-8%,-3%,3%,10%,5%,15%,3%
PI5P4Ka inh,x,1,1,x,-1,2,-4,4
WRN helicase inh,-5%,-2%,2%,-6%,0%,-25%,-8%,3%
EPAC1 antag,-4%,0%,1%,11%,3%,-6%,2%,-1%
Abeta rescue,-6%,-24%,-15%,-8%,21%,16%,-8%,u
IL2 activator,-0.5,-0.5,-0.8,-0.2,0.3,0.9,0.0,-2.5
PLK1 PBD inh,-24%,-24%,-15%,-6%,-9%,-7%,-18%,-3%
FUS suppressor,33%,u,16%,3%,x,2%,7%,-14%

25) O=C(c1ccc(Cn2c(=S)[nH]c3cc4c(cc3c2=O)OCO4)cc1)N1CCN(c2ccccc2)CC1
26) CS(=O)(=O)N1CCCC(C(=O)NCCCN2CCC(Cc3ccccc3)CC2)C1 (stereo unspecified)
27) CN(C)CC1CCCCC1OC(=O)/C=C/c1ccc(Cl)cc1Cl (stereo unspecified)
28) CC(C)Sc1cc(N2CCCC2)nc(-c2ccccc2)n1
29) Cc1ccc(C)c(OCCC(=O)OCC(=O)NNC(=O)c2ccccc2)c1
30) CCN(C(=S)Nc1ccc(C(C)=O)cc1)C1CCCCC1
31) Cc1ccc(-n2c(=O)c3sccc3n(Cc3cc(=O)n4ccccc4n3)c2=O)cc1
32) CCOC(=O)C1CCCN(CC(O)COc2ccccc2C(C)=O)C1 (stereo unspecified)

Assay by compound,25,26,27,28,29,30,31,32
EPAC1 ag,12%,0%,-11%,-7%,-4%,10%,2%,14%
PI5P4Ka inh,-14,x,14,13,-10,-5,2,x
WRN helicase inh,-10%,3%,2%,-1%,10%,3%,21%,11%
EPAC1 antag,-17%,-6%,-3%,8%,3%,-20%,-20%,-1%
Abeta rescue,-18%,8%,-4%,21%,3%,8%,-5%&-5%,1%
IL2 activator,-1.1,-2.2,-1.0,0.3,0.7,-2.4,-0.4,0.0
PLK1 PBD inh,-17%,-1%,5%,0%,-2%,-9%,-12%,-10%
FUS suppressor,39%,9%,12%,-12%,-3%,12%,-4%,16%

33) COc1ccc(S(=O)(=O)N2CCCCC2)cc1NC(=O)c1ccc([N+](=O)[O-])o1
34) COc1ccc(C(=O)NC(Cc2c[nH]c3ccccc23)C(=O)O)cc1 (stereo unspecified)
35) COc1ccc(C(=O)NCC2CCCN2S(=O)(=O)c2cccs2)cc1OC (stereo unspecified)
36) Fc1ccccc1NC(=S)N1CCN(Cc2ccccc2)CC1
37) COc1cc2c(cc1OC)-c1cc(Nc3ccccc3Br)nc(=O)n1CC2
38) CSCCC(NC(=O)c1ccccc1Cl)C(=O)N1CCCCC1 (stereo unspecified)
39) CN1C(=O)/C(=C/c2ccccc2OCc2cccc(F)c2)NC1=S
40) Cc1c(Cl)cccc1NC(=S)NCCC(C)C

Assay by compound,33,34,35,36,37,38,39,40
EPAC1 ag,3%,11%,5%,-5%,9%,6%,6%,1%
PI5P4Ka inh,-3,-2,-6,-5,-4,4,4,12
WRN helicase inh,0%[57.1 µM],-7%,-4%,-18%,-10%,6%,-7%,-3%
EPAC1 antag,-26%,8%,10%,-19%,-13%,-12%,5%,0%
Abeta rescue,7%,2%,6%,18%,-21%,-20%,8%,24%
IL2 activator,1.6,0.9,0.5,0.4,0.6,-0.2,2.6,-0.5
PLK1 PBD inh,-10%,-6%,-13%,-4%,-15%,-25%,-8%,-3%
FUS suppressor,4%,-11%,9%,x,8%,-11%,1%,-11%

41) COc1cccc(NC(=O)CSc2nc3c(c(=O)n2C)SC(C)C3)c1 (stereo unspecified)
42) O=C(/C=C/c1ccccn1)c1cc(Cl)cc(Cl)c1O
43) CSC1=C(C#N)C(CC(C)C)C(C(C)=O)=C(C)N1 (stereo unspecified)
44) COc1ccccc1/C=C\C=N\n1c(-c2ccc(Cl)cc2Cl)n[nH]c1=S
45) Cc1ccc(NC(=O)c2ccccc2-c2ccc(C(F)(F)F)cc2)cc1S(=O)(=O)N1CCOCC1
46) COc1cc2c(cc1OC)CN(c1ccc([N+](=O)[O-])cc1C#N)CC2
47) Cc1cccc(C)c1N=C1SC(CC(=O)Nc2c(C)cccc2C)C(=O)N1CCc1ccccn1 (stereo unspecified)
48) COc1ccc(-n2c(SCC(=O)NC3CCCCC3)nc3ccsc3c2=O)cc1

Assay by compound,41,42,43,44,45,46,47,48
EPAC1 ag,20%,6%,-7%,7%,-2%,14%,-4%,1%
PI5P4Ka inh,5,-20,-11,-13,-4,-6,-9,0
WRN helicase inh,-2%,-14%,0%[57.1 µM],3%,-4%,0%,-10%,5%
EPAC1 antag,6%,-4%,18%,-6%,-22%,6%,-9%,6%
Abeta rescue,-21%,-16%,-22%,0%,14%,-13%,29%,0%
IL2 activator,-1.4,-1.4,0.7,-0.5,-5.0,-2.2,0.1,-0.4
PLK1 PBD inh,-5%,u,-17%,-28%,-5%,-15%,-6%,0%
FUS suppressor,-4%,32%,-12%,x,21%,8%,16%,20%

Profiles, quoted from the list:
Record of `Cc1cccc(C)c1N=C1SC(CC(=O)Nc2c(C)cccc2C)C(=O)N1CCc1ccccn1` (stereo unspecified) = EPAC1 ag = -4%; PI5P4Ka inh = -9; WRN helicase inh = -10%; EPAC1 antag = -9%; Abeta rescue = 29%; IL2 activator = 0.1; PLK1 PBD inh = -6%; FUS suppressor = 16%
Record of `COc1cc2c(cc1OC)CN(c1ccc([N+](=O)[O-])cc1C#N)CC2` = EPAC1 ag = 14%; PI5P4Ka inh = -6; WRN helicase inh = 0%; EPAC1 antag = 6%; Abeta rescue = -13%; IL2 activator = -2.2; PLK1 PBD inh = -15%; FUS suppressor = 8%
Record of `COc1ccc(-n2c(SCC(=O)NC3CCCCC3)nc3ccsc3c2=O)cc1` = EPAC1 ag = 1%; PI5P4Ka inh = 0; WRN helicase inh = 5%; EPAC1 antag = 6%; Abeta rescue = 0%; IL2 activator = -0.4; PLK1 PBD inh = 0%; FUS suppressor = 20%

Continued.
49) COc1ccc(C2Nc3ccccc3C(=O)N2c2ccc(F)cc2)cc1CSc1ccccn1 (stereo unspecified)
50) CN1N=C(C(=O)N2CCc3c([nH]c4ccccc34)C2c2c(F)cccc2Cl)CCC1=O (stereo unspecified)
51) O=C(NCCOc1ccccc1)c1cc(C(=O)NCCOc2ccccc2)cc([N+](=O)[O-])c1
52) CCCc1nnc(NC(=O)CCN2C(=O)c3ccccc3C2=O)s1

Assay by compound,49,50,51,52
EPAC1 ag,1%,17%,10%,0%
PI5P4Ka inh,-2,-1,-1,-4
WRN helicase inh,u,3%,-6%,1%
EPAC1 antag,-15%,-10%,-2%,0%
Abeta rescue,8%,-6%,-9%,27%
IL2 activator,1.0,-3.4,0.5,-0.2
PLK1 PBD inh,-9%,-22%,-7%,-19%
FUS suppressor,18%,32%,x,11%
